Screening data (PubChem)
S1P4 antag = S1P4 receptor antagonists, primary screen, cell-based. hit rate 0.26% among 220,000. S1P4-expressing cells, antagonist mode, reporter read-out. AID 1510, 2009. inhibition, % at 4.98 µM; in the data active means inhibition above about 29%;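 further: 0% = wells stimulated with agonist and 100% = vehicle wells without agonist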
Target sequence (O95977 whole entry, looked up): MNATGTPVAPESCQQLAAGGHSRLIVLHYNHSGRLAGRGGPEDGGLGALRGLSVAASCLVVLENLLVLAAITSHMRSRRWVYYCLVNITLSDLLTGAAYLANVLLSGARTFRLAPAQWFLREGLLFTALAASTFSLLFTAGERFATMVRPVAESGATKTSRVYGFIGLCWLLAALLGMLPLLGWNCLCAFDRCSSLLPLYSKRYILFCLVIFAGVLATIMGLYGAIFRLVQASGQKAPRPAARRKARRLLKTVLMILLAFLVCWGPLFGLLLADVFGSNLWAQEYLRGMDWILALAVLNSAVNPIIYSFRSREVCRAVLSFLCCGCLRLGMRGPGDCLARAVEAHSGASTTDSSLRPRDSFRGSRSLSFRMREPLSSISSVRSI
Ba/F3 V617F tox = reduced viability of JAK2V617F-dependent Ba/F3 cells, primary screen, JAK2V617F inhibitor project, cell-based, Ba/F3 EpoR-JAK2V617F, luminescence. ATP luminescence. inhibition, % at 5.6 µM. hit rate 1.1% among 220,000. AID 1446, 2008;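 active means inhibition above the campaign mean plus 3 SD over all tested compounds, cut at about 24% in these data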;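 further: cytokine-independent growth of Ba/F3 cells driven by EpoR plus mutant JAK2; 0% = DMSO-treated cells and 100% = JAK inhibitor I control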
Calpain2 inh = inhibitors of pig calpain II, primary screen, biochemical, fluorogenic peptide substrate, 1536-well. purified calpain II, 30 min. inhibition, % at 16 µM. hit rate 0.37% among 220,000;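 active means inhibition above about 50%, limit read from the data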
PERK inh = block of dimerizer-induced PERK translation repression, primary screen, PERK inhibitor project, CHO PERK-DD cells, SEAP luminescence, HTS | Eukaryotic translation initiation factor 2-alpha kinase 3 (Homo sapiens), Q9NZJ5 | CHO PERK-DD fusion, SEAP luminescence translation reporter | inhibition, % at 5.6 µM | hit rate 0.17% among 220,000;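 active means inhibition above the mean inhibition of all tested compounds plus 3 SD, set separately per screening campaign, cut at about 2.9% in these data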;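 further: PERK kinase domain activated by AP20187 dimerizer at 100 nM; 0% = DMSO with dimerizer and 100% = rapamycin at 8.4 µM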
S1P4 agonist = S1P4 receptor agonists, primary screen, cell-based; Sphingosine 1-phosphate receptor 4 (Homo sapiens), O95977; S1P4-expressing cell line, agonist reporter assay; activation, % at 4.98 µM; hit rate 0.35% among 220,000; in the data active means activation above about 11%;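 further: 0% = DMSO vehicle and 100% = reference agonist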
TRPML3 ag = human TRPML3 channel agonists, primary screen, cell-based, HEK293 TRPML3-YFP, Fluo-8 calcium fluorescence, 3 µM | hit rate 0.29% among 220,000 | 100% = the carbachol control signal | Mucolipin-3 (Homo sapiens), Q8TDD5 | activation, % at 3 µM;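 active means activation above its plate's cutoff, the mean activation of the plate's test wells plus 3 SD, cut at about 12% in these data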;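 further: 0% = DMSO only wells and 100% = carbachol wells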
Target sequence (Q8TDD5 whole entry, looked up): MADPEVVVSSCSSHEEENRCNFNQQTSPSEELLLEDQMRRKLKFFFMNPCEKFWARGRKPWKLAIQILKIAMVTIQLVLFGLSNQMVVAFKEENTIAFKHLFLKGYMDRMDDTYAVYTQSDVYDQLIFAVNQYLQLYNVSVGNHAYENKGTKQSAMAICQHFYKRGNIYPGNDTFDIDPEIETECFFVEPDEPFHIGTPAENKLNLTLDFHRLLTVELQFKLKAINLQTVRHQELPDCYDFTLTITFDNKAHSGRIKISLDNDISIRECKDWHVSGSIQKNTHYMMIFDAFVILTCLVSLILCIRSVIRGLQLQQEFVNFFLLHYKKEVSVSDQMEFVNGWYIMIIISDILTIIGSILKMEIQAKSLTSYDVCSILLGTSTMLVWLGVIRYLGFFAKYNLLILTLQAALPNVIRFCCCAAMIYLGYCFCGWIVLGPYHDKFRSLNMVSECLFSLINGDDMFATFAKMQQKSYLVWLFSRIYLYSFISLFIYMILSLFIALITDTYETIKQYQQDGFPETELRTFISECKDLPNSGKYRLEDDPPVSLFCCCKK
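system = HEK293 cells stably carrying human TRPML3-YFP | doses = one concentration, 3 µM nominal, 0.3% DMSO | timing = dye loading 1 h 37 °C then 30 min ambient, 125 s read | detection = Fluo-8 calcium dye fluorescence, ex 470-495, em 515-575 nm | benchmarks = high control carbachol 87 µM, low control DMSO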
BaF3 tox = parental Ba/F3 cell viability inhibition, counter-screen for JAK2V617F inhibitor project, murine pro-B, CellTiter-Glo luminescence. inhibition, % at 5.6 µM. CellTiter-Glo ATP luminescence. hit rate 1.1% among 220,000. AID 1486, 2009;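 active means inhibition above a per-campaign cutoff, the mean inhibition of all tested compounds plus 3 SD, cut at about 27% in these data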;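 further: 0% = DMSO wells and 100% = JAK Inhibitor I control wells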
TRPN1 ag = zebrafish TRPN1 channel agonists, primary screen, cell-based, HEK293, calcium fluorescence; AID 1424, 2008; activation, % at 3 µM; HEK293 zebrafish TRPN1-YFP, Fluo-8 calcium fluorescence; 100% = response to 87 µM carbachol; hit rate 0.18% among 220,000;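 active means activation above its plate's cutoff, the mean activation of test wells on that plate plus 3 SD, cut at about 19% in these data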;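 further: 0% = DMSO alone and 100% = 87 µM carbachol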
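Material: zebrafish TRPN1-YFP in HEK293 cells. Doses: one dose of 3 µM, 0.3% DMSO. Incubation: dye 1 h 37 °C plus 30 min RT. Measured by: intracellular calcium fluorescence with Fluo-8.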
EP2 mod = EP2 receptor modulators, cAMP readout, primary screen, cell-based, HTRF cAMP, PGE2 stimulation; hit rate 0.83% among 260,000; EP2-expressing cells, cAMP HTRF FRET, PGE2 co-stimulation; induction, % at 25 µM; Prostaglandin E2 receptor EP2 subtype (Homo sapiens), P43116;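 active means compounds whose cAMP rise, as percent of the full-agonist control response, exceeds 60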;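 further: rat C6 glioma line stably carrying human EP2 under a CMV promoter; the protocol text gives 20 µM as final concentration; 100% = response of wells given 1 µM PGE2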
Starred values were filed as active, the others as inactive; & = joins results of further samples.

No.	canonical_smiles	TRPML3 ag	BaF3 tox	Calpain2 inh	S1P4 antag	TRPN1 ag	EP2 mod	Ba/F3 V617F tox	S1P4 agonist	PERK inh
1	COc1ccc(C(=O)Nn2c(C3CCC3)nc3ccccc3c2=O)c(OC)c1	0.1	6	15	4	0.1	33	1	-0.6	-0.5
2	CCOc1cc(/C=N/NS(=O)(=O)c2ccc(OC)cc2)ccc1OCCN1CCOCC1	0.2	2	-12	-9	-0.2	22	-1	0.9	-0.1
3	CCCCC(Sc1nc(N)c(NC(=O)c2ccc(OC)cc2)c(=O)[nH]1)C(=O)O (centres undefined)	0.6	8	4	-6	-0.5	30	2	0.5	0.3
4	Cc1cc(N2C(=O)C3CC=CCC3C2=O)no1 (centres undefined)	0.0	4	2	7	0.1	16	-1	0.1	0.1
5	CC(=O)c1ccc(OCC(O)CN2C(C)(C)CC(O)CC2(C)C)cc1 (centres undefined)	0.0	2	4	-18	1.2	11	1	1.2	-0.2
6	CCc1nc(C)cc2c1sc1ccccc12	0.7	-1	5	6	-0.6	21	1	1.4	-0.2
7	O=C(Cc1ccc(-c2ccccc2)cc1)NCc1cccnc1	0.4	20	-15	-12	1.7	-37	18	-2.0	1.0
8	CC(=O)NNc1cccc(Cl)n1	0.3	9	-5	-21	-0.2	20	4	-3.2	0.9
9	O=C(Nc1ccn(Cc2ccc(Cl)cc2)n1)c1ccc2c(c1)OCO2	-0.3	3	15	-21	-1.0	-29	-2	-1.4	0.5
10	COCCCNC(=S)NNC(=S)Nc1ccc(OC)cc1	-0.6	5	8	-3	-1.2	-24	-3	-0.8	0.0
11	O=C(Nc1ccccc1)C1=C[C@H](c2coc3ccccc3c2=O)C[C@H](OCc2ccc(CO)cc2)O1	-0.5	4	18	2	-2.7	-41	-4	-1.4	0.6
12	O=C(Oc1ccccc1)c1ccc(COC(=O)c2cnccn2)cc1	0.5	5	3	1	0.3	19	1	0.9	1.5
13	C(=N\Nc1nc2ccccc2[nH]1)/c1ccccn1	1.6	26	-92	-12	-0.4	-26	31*	1.0	0.6
14	CCN(c1ccccc1)S(=O)(=O)c1ccc(NC(=O)C(C)(C)C)cc1	0.8	5	6	0	0.8	-4	0	-1.4	-0.1
15	CCOCCCNC(=O)c1ccc(N2CCOCC2)c(NS(=O)(=O)c2ccc(OC)cc2)c1	0.3	-1	24	2	0.5	-34	-1	-1.0	0.2
16	COc1cccc(OCCNC(=O)CSc2ccc(C(F)(F)F)cc2[N+](=O)[O-])c1	0.2	4	4	-24	-0.8	30	-1	0.5	0.3
17	Cc1ccc(-c2nn(-c3ccccc3)cc2CNCc2ccccc2)cc1	1.1	10	46	17	0.3	14	3	0.8	-0.2
18	Cc1cc(=O)c2cc(C(=O)c3ccccc3)ccc2[nH]1	-0.4	-5	-11	9	0.7	-19	-2	0.4	0.5
19	O=C(CN1C(=O)NC2(CCc3ccccc32)C1=O)c1ccc2c(c1)OCCO2 (centres undefined)	0.9	5	-18	-17	1.0	-9	0	2.0	-0.3
20	CCOC(=O)CP(=O)(c1ccccc1)c1ccccc1	1.3	3	-16	2	-0.9	12	-2	-0.9	-0.2
21	Cc1nc(C)c(C(=O)Nc2nc3c(C)cccc3s2)o1	-0.1	1	-1	2	1.0	-3	-1	1.2	0.4
22	CC(C)Oc1cc(O)c2c(=O)c(-c3ccc(O)cc3)coc2c1	1.1	6	-20	-8	-0.1	18	-1	-0.3	0.6
23	COC(=O)CSc1ncccc1-c1nc2ccccc2[nH]1	0.4	-3	-73	-18	-0.1	1&-8	-2	0.1	-0.2
24	CN(C)C(=O)c1cc2cc(Br)ccc2s1	-0.1	2	5	-9	-2.4	-34	-3	2.5	0.4
25	COc1ccc(O)c(C(=O)c2cnc3nc4ccccc4n3c2)c1	0.6	7	-70	-16	0.6	-53	-1	-1.2	-0.5
26	C[C@@H]1C[C@H]2[C@@H]3CCC4=CC(=O)C=C[C@]4(C)[C@@]3(F)[C@@H](O)C[C@]2(C)[C@@]1(O)C(=O)COP(=O)(O)O	0.2	7	18&9	-5	1.8	50&7	16	-1.2	-1.0
27	C(=C\c1ccccc1)/CN1CCN(c2ncnc3c2oc2ccccc23)CC1	2.4	9	-29	-16	4.8	-25	6	2.0	-0.5
28	O=C(Nc1cccc(C(F)(F)F)c1)c1ccco1	0.7	1	-13	-22	0.0	-13	0	0.5	0.6
29	CCn1cc(CN2CCCC(CO)(Cc3cccc(Cl)c3)C2)cn1 (centres undefined)	0.8	1	-20	-9	0.3	11	0	-1.9	0.3
30	COc1c2c(nc3occc13)C(CCC(C)(C)O)(OC)C(O)CC2 (centres undefined)	0.5	1	-15	5	-0.7	26	0	0.2	-0.2

Given with one line to a screen: 6 of the compounds above
16) COc1cccc(OCCNC(=O)CSc2ccc(C(F)(F)F)cc2[N+](=O)[O-])c1
1) COc1ccc(C(=O)Nn2c(C3CCC3)nc3ccccc3c2=O)c(OC)c1
13) C(=N\Nc1nc2ccccc2[nH]1)/c1ccccn1
28) O=C(Nc1cccc(C(F)(F)F)c1)c1ccco1
12) O=C(Oc1ccccc1)c1ccc(COC(=O)c2cnccn2)cc1
4) Cc1cc(N2C(=O)C3CC=CCC3C2=O)no1 (centres undefined)

Assay by compound	16	1	13	28	12	4
TRPML3 ag	0.2	0.1	1.6	0.7	0.5	0.0
BaF3 tox	4	6	26	1	5	4
Calpain2 inh	4	15	-92	-13	3	2
S1P4 antag	-24	4	-12	-22	1	7
TRPN1 ag	-0.8	0.1	-0.4	0.0	0.3	0.1
EP2 mod	30	33	-26	-13	19	16
Ba/F3 V617F tox	-1	1	31*	0	1	-1
S1P4 agonist	0.5	-0.6	1.0	0.5	0.9	0.1
PERK inh	0.3	-0.5	0.6	0.6	1.5	0.1

The list continues:
No.	canonical_smiles	TRPML3 ag	BaF3 tox	Calpain2 inh	S1P4 antag	TRPN1 ag	EP2 mod	Ba/F3 V617F tox	S1P4 agonist	PERK inh
31	Cc1c(NS(=O)(=O)c2cccc(C(=O)NCc3ccncc3)c2)c(=O)n(-c2ccccc2)n1C	-0.1	5	17	-12	-1.7	6	0	-2.4	-0.3
32	CC(C)CN(C(=O)c1cc2ccccc2o1)c1c(N)n(CC(C)C)c(=O)[nH]c1=O	1.0	6	6	-18	0.1	13	2	-0.5	0.9
33	CCCN1C(=O)C(NS(=O)(=O)c2ccc(N)cc2)(C(F)(F)F)C(C(=O)OC)=C1C (centres undefined)	0.5	2	-5	2	1.5	11	0	-1.0	0.7
34	Cc1ccc(N(CC(=O)O)S(=O)(=O)c2cccc3nonc23)cc1	0.7	0	-5	4	0.9	8	-3	0.4	1.7
35	O=C(CCn1c2c(c3ccccc31)CCCC2)NNC(=O)c1ccc(Cl)c([N+](=O)[O-])c1	-0.2	5	1	-13	0.2	8	-3	4.3	0.8
36	CCN(c1ccc(N=Cc2c(O)n(Cc3ccc(OC)cc3)c(=O)c3ccccc23)cc1)C(C)C	1.2	3	-43	-12	-0.5	28	0	0.2	1.5
37	Cc1ccc(NC(=O)c2ccccc2O)cc1	3.5	5	-12	-20	7.0	-21	-1	0.0	0.5
38	CCc1ccc(N(C(=O)c2ccco2)C(C(=O)NC2CCCC2)c2ccco2)cc1 (centres undefined)	-1.1	3	-6	-12	1.2	47	-3	0.2	-0.3
39	Cc1ccc(S(=O)(=O)Nc2ccc(C(N)=O)cc2)cc1[N+](=O)[O-]	-1.2	3	-8	-20	0.2	-8	-3	0.3	0.6
40	O=C(CSCc1cnn(-c2ccccc2)c1-n1cccc1)NCCN1CCOCC1	-0.4	6	2	7	-0.1	-2	0	-2.3	-1.5
41	CC(Cc1c[nH]c2ccccc12)NC(=O)OCCCl (centres undefined)	-0.1	3	-18	-11	1.3	-14	-2	0.5	0.6
42	Cn1c(SCC(=O)N2CCc3ccccc32)nnc1C1CC1	0.1	-1	-7	-2	0.2	-1	-2	0.0	0.1
43	CC/C(C)=N/Nc1ccc(S(=O)(=O)N2CCCC2)cc1[N+](=O)[O-]	1.0	10	4	-9	-0.8	-4	1	0.8	0.3
44	O=C(CSc1nnc(CNC(=O)c2ccccc2F)o1)Nc1ccc2c(c1)OCCO2	0.4	1	-27	-5	-0.3	18	1	-1.8	0.0
45	C#CCN(C#N)c1nc(NCC)nc(NC(C)C)n1	-0.4	1	17	0	0.5	42	-2	3.5	0.3
46	CCC(C)c1ccccc1NC(=O)c1cc2cccc([N+](=O)[O-])c2[nH]1 (centres undefined)	-1.0	4	19	22	-1.8	-40	0	1.6	-0.1
47	CC(=O)NS(=O)(=O)c1cccnc1Nc1ccc(Cl)cc1	1.1	3	14	-18	0.7	-14	-3	0.6	1.8
48	O=C(CSc1nc2ccccc2s1)N1CCOCC1	1.1	9	3	2	-0.3	-12	-4	-0.5	1.3
49	O=C(NCc1ccco1)C1CCN(S(=O)(=O)N2CCOCC2)CC1	0.9	2	-11	-10	1.3	18	-3	0.6	0.7
50	O=C(Nc1ccccc1Cl)Nc1cccnc1Cl	0.0	8	2	0	0.1	3	4	-2.8	0.9
51	CC(=O)Nc1nonc1NC(=O)CSC1=NCCS1	1.2	6	18	8	1.2	-14	3	3.0	0.7
52	CCC(=O)N1N=C(c2ccc(C)o2)CC1c1ccc(N(C)C)cc1 (centres undefined)	-0.7	0	14	-6	-0.8	-6	-3	0.2	0.5
53	O=C(Nc1ccc(S(=O)(=O)NCc2ccccc2)cc1)c1ccc(Br)o1	0.9	9	-2	-17	2.3	-57	4	2.6	-0.8
54	CC(C)=CCN1CCN(CC#Cc2ccccc2)CC1CCO (centres undefined)	-0.9	1	-25	-7	0.7	32	-4	1.5	0.6
55	CCCn1c(Sc2nc3c(c(=O)[nH]c(=O)n3C)n2CCC)nc2c1c(=O)[nH]c(=O)n2C	-0.3	10	14	14	1.6	28	4	-2.8	0.2
56	Cc1occc1C(=O)NCc1ccco1	0.8	9	-4	3	2.1	10	5	-2.1	0.4
57	COc1cc(C(=O)OCC(=O)NC2CCCC2)cc(NC(=O)c2ccco2)c1OC	0.7	0	-33	-10	0.9	-2	-3	0.1	0.3
58	COC(=O)c1[nH]c2ccccc2c1NC(=O)CNC1CCCCC1	0.5	3	-12	8	4.2	-20	-2	-1.5	0.0
